ADAM10 inh – human ADAM10 inhibitors, primary screen, biochemical, QFRET, HTS. Disintegrin and metalloproteinase domain-containing protein 10 (Homo sapiens), O14672. recombinant ADAM10, EDANS/DABCYL FRET peptide cleavage, 3 h. inhibition, % at 7 µM. hit rate 0.62% among 370,000. AID 720582, 2013;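 active = inhibition above a per-campaign cutoff equal to the mean of compounds falling between control-based bounds plus 3 SD, cut at about 20% in these data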;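 also: 0% = DMSO wells while the 100% control is not disclosed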
ASAP1 inh – inhibitors of human ASAP1 ArfGAP activity, primary screen, biochemical, fluorescence polarization | Arf-GAP with SH3 domain, ANK repeat and PH domain-containing protein 1 (Homo sapiens), … | ASAP1-stimulated ARF1 GTP hydrolysis, GDP FP detection | inhibition, % at 16.5 µM | hit rate 0.19% among 360,000 | AID 624377, 2012; in the data active = inhibition above about 25%;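 also: 0% = vehicle with enzyme and substrate and 100% = no enzyme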
KLK7 zymogen act – proKLK7 zymogen activators, primary screen, biochemical, fluorescence intensity; activation, % at 7 µM; purified proKLK7, EDANS-DABCYL substrate fluorescence; 100% is mature enzyme control, 0% vehicle; Kallikrein-7 (Homo sapiens), P49862; hit rate 0.9% among 370,000;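 active = activation above the mean of all tested compounds plus 3 SD, computed per campaign excluding outliers beyond control limits, cut at about 13% in these data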
Target sequence (P49862 whole entry, looked up): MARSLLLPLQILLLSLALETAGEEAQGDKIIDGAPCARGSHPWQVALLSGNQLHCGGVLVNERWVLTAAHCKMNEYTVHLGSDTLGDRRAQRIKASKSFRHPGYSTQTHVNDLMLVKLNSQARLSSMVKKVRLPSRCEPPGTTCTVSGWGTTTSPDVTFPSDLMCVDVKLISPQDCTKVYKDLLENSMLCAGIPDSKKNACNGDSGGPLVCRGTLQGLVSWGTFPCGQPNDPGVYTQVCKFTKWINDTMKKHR
DDE Tn7 FP inh – inhibitors of Tn7 peptide binding to fibrin DD(E), primary screen, biochemical, fluorescence polarization, human fibrin, Tn7 probe; inhibition, % at 8.3 µM; FP displacement of FITC-Tn7 peptide from fibrin DD(E); 0% = median of compound wells per plate; hit rate 0.13% among 370,000; AID 720508, 2013; Fibrinogen beta chain (Homo sapiens), P02675;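 active = inhibition above the mean of compounds falling within the control limits plus 3 SD of them, cut at about 14% in these data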;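 also: 0% = plate median of compound wells and 100% = 10 µM Aha-Tn7 peptide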
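Test system – human fibrin DD(E) · Times – 10 min preincubation, 3 h with tracer, room temperature · Detection – fluorescence polarization of the labelled Tn7 tracer · Measure – percent inhibition normalized to high-control wells · Benchmarks – high control wells with 10 µM unlabelled Aha-Tn7 peptide (full inhibition) · Repeats – singlicate testing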
PLC-gamma1 inh – PLC-gamma1 enzyme inhibitors, primary screen, biochemical, fluorescence, purified enzyme | 1-phosphatidylinositol 4,5-bisphosphate phosphodiesterase gamma-1 (Homo sapiens), P19174 | fluorogenic substrate | hit rate 0.84% among 370,000 | inhibition, % at 12.2 µM; in the data active = inhibition above about 9.5%
ADAM17 inh – ADAM17 inhibitors, primary screen, biochemical, QFRET | Disintegrin and metalloproteinase domain-containing protein 17 (Homo sapiens), P78536 | recombinant ADAM17, EDANS/DABCYL FRET peptide cleavage | inhibition, % at 6.95 µM | hit rate 0.83% among 370,000;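 active = inhibition above the mean of compounds lying between control limits plus 3 SD, set per campaign, cut at about 8.5% in these data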;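 also: 0% = DMSO-only wells as the low control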
LEDGF integ inh – blockers of LEDGF/p75-dependent integrase strand transfer – biochemical, TR-FRET, high throughput, primary screen. HIV-1 integrase (with human LEDGF/p75). TR-FRET IN-LEDGF/p75 DNA integration, Eu/Cy5. inhibition, % at 3.7 µM. hit rate 0.64% among 370,000. AID 743269, 2014;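 active = inhibition above the screen-wide mean plus 3 SD, cut at about 13% in these data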;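 also: signal is the Cy5 over europium emission ratio at 671 and 618 nm; 0% = plate median of compound wells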
ARFGAP1 inhibitor – inhibitors of rat ARFGAP1 GAP activity, primary screen, biochemical, fluorescence polarization, GDP tracer | ADP-ribosylation factor GTPase-activating protein 1 (Rattus norvegicus), Q62848 | Arfgap1-stimulated ARF1 GTP hydrolysis, GDP FP detection | inhibition, % at 16.5 µM | hit rate 0.26% among 360,000 | AID 651572, 2012;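 active = inhibition above a per-plate limit, mean inhibition of low control wells plus 3 SD, cut at about 25% in these data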;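 also: 0% = DMSO wells with enzyme and 100% = wells lacking Arfgap1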
Target sequence (Q62848 1-136 limits assumed): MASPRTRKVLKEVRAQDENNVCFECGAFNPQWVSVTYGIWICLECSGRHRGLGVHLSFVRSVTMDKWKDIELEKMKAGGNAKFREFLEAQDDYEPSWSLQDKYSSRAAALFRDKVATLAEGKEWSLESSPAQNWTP
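Assay system: Rat Arfgap1 GAP domain (His6, aa 1-136), purified enzyme | Buffer or medium: HEPES 25 mM pH 7.5, NaCl 150 mM, MgCl2, DTT | Schedule: GTP hydrolysis reaction 2 h at 25 °C | Signal: FP of antibody-bound GDP Alexa 633 tracer, ex 620/em 688 nm | Measure: Percent inhibition of Arfgap1-stimulated GTP hydrolysis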
TDP2 inh – human TDP2 enzyme inhibitors, primary screen, biochemical, epi absorbance, recombinant enzyme | Tyrosyl-DNA phosphodiesterase 2 (Homo sapiens), O95551 | T5PNP hydrolysis, p-nitrophenol absorbance 415 nm | inhibition, % at 12.8 µM | hit rate 0.34% among 370,000;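 active = inhibition above the mean of all tested compounds plus 3 SD, set per campaign, cut at about 25% in these data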;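 also: 0% = DMSO with enzyme and 100% = buffer with substrate but no TDP2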
Target sequence (O95551 whole entry, looked up): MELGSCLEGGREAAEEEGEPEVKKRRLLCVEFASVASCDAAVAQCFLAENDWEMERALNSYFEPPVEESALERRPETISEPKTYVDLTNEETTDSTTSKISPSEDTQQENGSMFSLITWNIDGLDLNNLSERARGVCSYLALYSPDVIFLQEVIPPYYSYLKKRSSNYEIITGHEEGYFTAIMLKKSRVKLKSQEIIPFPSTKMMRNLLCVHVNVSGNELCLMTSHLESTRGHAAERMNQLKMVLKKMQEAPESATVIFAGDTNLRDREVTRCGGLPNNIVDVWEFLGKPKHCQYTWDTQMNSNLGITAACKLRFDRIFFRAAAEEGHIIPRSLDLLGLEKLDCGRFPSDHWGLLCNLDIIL
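test system = human TDP2 enzyme | input = TDP2 enzyme at 120 nM final | medium = 50 mM Tris-HCl pH 7.5 with Mg2+, KCl, DTT, BSA | also added = T5PNP substrate, 5 mM | times = 2 h at 37 °C | technique = epi absorbance | benchmarks = high control without enzyme, low control DMSO plus TDP2 | replication = each compound tested once, singlicate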
Tn6 DDE FP – inhibitors of Tn6 peptide binding to fibrin DD(E), primary screen, biochemical, fluorescence polarization, human fibrin, Tn6 probe; inhibition, % at 8.3 µM; hit rate 0.21% among 370,000; Fibrin DD(E) TRITC-Tn6 fluorescence polarization displacement; Fibrinogen beta chain (Homo sapiens), P02675; AID 720509, 2013;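 active = inhibition above a per-campaign cutoff: mean of compounds within control limits plus 3 SD, cut at about 15% in these data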;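 also: 0% = median of all compound wells on the plate and 100% = blocking peptide control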
Starred values were filed as active, the others as inactive. Compounds were not picked by outcome; overall some 4.2% were active at least once.

SMILES	ADAM10 inh	ASAP1 inh	KLK7 zymogen act	DDE Tn7 FP inh	PLC-gamma1 inh	ADAM17 inh	LEDGF integ inh	ARFGAP1 inhibitor	TDP2 inh	Tn6 DDE FP
Cc1ccc(OCCn2cnc3cc([N+](=O)[O-])ccc3c2=O)cc1	-4	10	0.5	3	-6	-3	2	-3	-8	5
Nn1c(=O)[nH]c2c([nH]c3ccccc32)c1=O	-200	-4	-19	7	-11	-66	6	-6	2	9
O=C(Cn1c(=O)n(CC(=O)NCc2ccccc2)c2ccccc21)NCc1ccccc1	-11	-9	0.3	-2	0	-1	-5	13	-4	-1
CCN(CC)S(=O)(=O)c1ccc(N2CCCC2)c(C(=O)OCC(=O)Nc2cc(C)on2)c1	-4	-6	0.5	1	2	-2	-1	5	-3	3
COc1ccc(-n2nc([N+](=O)[O-])c(=NCCc3ccc(OC)c(OC)c3)n2O)cc1	13	8	0.1	2	2	0	2	-1	4	-5
O=C(Nc1cccn2ncnc12)c1ccc(Cl)cc1	0	-2	-0.5	0	0	-3	-1	5	2	-4
CN(C(=O)c1ccc(Cl)c([N+](=O)[O-])c1)C1(C)CCS(=O)(=O)C1 (stereo unspecified)	-7	1	-0.6	3	-21	-3	0	0	2	6
Cc1cc(C)n(CCCO)c(=O)c1C#N	-12	4	0.6	-1	2	-4	2	5	2	1
CCOC(=O)Cc1cc(=O)n2[nH]cc(-c3cccc(Br)c3)c2n1	-174	-5	0.3	-2	-199	-56	-3	-12	-6	8
CN(C#N)c1nc(Cl)nc(Nc2cccc(Cl)c2)n1	0	-6	0.2	1	0	1	1	-8	-4	2
COC(=O)CN1C(=O)[C@H]2[C@@H](/C=C/c3ccccc3)N3C(=O)CN(Cc4ccccc4)C(=O)[C@@]3(Cc3ccccc3)[C@H]2C1=O	11	7	0.1	0	1	0	-1	4	15	3
CCOc1ccccc1NC(=S)NNS(=O)(=O)c1c(C)cc(C)cc1C	9	-5	-0.1	-2	5	7	2	-1	-11	-5
Brc1ccc(-n2cccc2/C=N/n2cnnc2)cc1	0	-8	0.3	0	7	-5	-5	-1	-4	-6
O=C(CSc1nc(-c2ccccc2)nc2ccccc12)Nc1nccs1	2	5	-0.4	5	-1	-1	-2	0	0	-3
Cc1c(Cl)cccc1NC(=O)CNc1cccc(C(F)(F)F)c1	3	6	0.0	0	4	3	-4	-1	-1	-7
CN(C)S(=O)(=O)c1ccc2nc(NC(=O)c3cccnc3)sc2c1	-22	-2	-0.9	-3	-36	-4	0	-9	2	0
CCOc1ccc(Cc2nc(-c3nonc3N)no2)cc1OCC	1	3	0.3	-3	-2	-2	0	0	-6	7
COc1cccc(CNC(=O)C2CCCN(S(C)(=O)=O)C2)c1 (stereo unspecified)	-3	-8	0.1	-1	-2	-4	2	-21	11	1
COCCn1nnnc1CN(CCCN1CCOCC1)Cc1cc2c(C)ccc(C)c2[nH]c1=O	-36	12	-0.4	0	-38	-10	2	-2	-2	-1
CC(C)CC(=O)Nc1ccnn1C1CCN(C(=O)c2ccc(F)cc2Cl)CC1	1	0	0.2	-4	2	-4	2	8	3	-4
Cc1ccc(-c2cn(CCC(=O)O)c(-c3ccc(Cl)nc3)n2)cc1	1	2	-0.9	-6	-1	-1	1	12	-1	0
O=C(Nc1ccccc1)c1cccc2c(-c3cccnc3)coc12	0	7	0.8	8	-1	0	-2	-2	4	-1
Cc1ccc(S(=O)(=O)N2CCCC2C(=O)NCc2ccccc2Cl)cc1 (stereo unspecified)	-3	-11	-0.2	1	-1	-6	-2	-1	9	4
O=C1NCC(O)=C1C=Nc1ccccc1O	4	5	0.5	0	0	-1	0	-4	1	-2
COc1ccc(C(=O)CC(C(=O)O)c2ccc3c(c2)OCO3)cc1OC (stereo unspecified)	-6	7	-0.6	-7	-3	-1	-2	2	-10	-1

Record cards, as listed above. Values in the order: ADAM10 inh | ASAP1 inh | KLK7 zymogen act | DDE Tn7 FP inh | PLC-gamma1 inh | ADAM17 inh | LEDGF integ inh | ARFGAP1 inhibitor | TDP2 inh | Tn6 DDE FP
CCOc1ccccc1NC(=S)NNS(=O)(=O)c1c(C)cc(C)cc1C as listed: 9 | -5 | -0.1 | -2 | 5 | 7 | 2 | -1 | -11 | -5
CC(C)CC(=O)Nc1ccnn1C1CCN(C(=O)c2ccc(F)cc2Cl)CC1 as listed: 1 | 0 | 0.2 | -4 | 2 | -4 | 2 | 8 | 3 | -4

A draw from above in order of molecular weight, ascending.
SMILES	ADAM10 inh	ASAP1 inh	KLK7 zymogen act	DDE Tn7 FP inh	PLC-gamma1 inh	ADAM17 inh	LEDGF integ inh	ARFGAP1 inhibitor	TDP2 inh	Tn6 DDE FP
O=C1NCC(O)=C1C=Nc1ccccc1O	4	5	0.5	0	0	-1	0	-4	1	-2
COc1ccc(C(=O)CC(C(=O)O)c2ccc3c(c2)OCO3)cc1OC (stereo unspecified)	-6	7	-0.6	-7	-3	-1	-2	2	-10	-1
CN(C)S(=O)(=O)c1ccc2nc(NC(=O)c3cccnc3)sc2c1	-22	-2	-0.9	-3	-36	-4	0	-9	2	0

Fetched by compound from the list above (three):
SMILES	ADAM10 inh	ASAP1 inh	KLK7 zymogen act	DDE Tn7 FP inh	PLC-gamma1 inh	ADAM17 inh	LEDGF integ inh	ARFGAP1 inhibitor	TDP2 inh	Tn6 DDE FP
CN(C(=O)c1ccc(Cl)c([N+](=O)[O-])c1)C1(C)CCS(=O)(=O)C1 (stereo unspecified)	-7	1	-0.6	3	-21	-3	0	0	2	6
CCN(CC)S(=O)(=O)c1ccc(N2CCCC2)c(C(=O)OCC(=O)Nc2cc(C)on2)c1	-4	-6	0.5	1	2	-2	-1	5	-3	3
Cc1ccc(OCCn2cnc3cc([N+](=O)[O-])ccc3c2=O)cc1	-4	10	0.5	3	-6	-3	2	-3	-8	5

Next structures follow:
SMILES	ADAM10 inh	ASAP1 inh	KLK7 zymogen act	DDE Tn7 FP inh	PLC-gamma1 inh	ADAM17 inh	LEDGF integ inh	ARFGAP1 inhibitor	TDP2 inh	Tn6 DDE FP
Cc1cccc(C)c1NC(=O)CNC(=O)c1ccc2nc[nH]c2c1	-3	2	-0.8	-4	4	0	2	0	-15	2
Cc1ccc(C(=O)c2coc3c2C(=O)C(=O)c2ccccc2-3)cc1	6	4	0.0	6	4	1	-2	-2	22	-7
CCN(CC)C(=O)c1[nH]cnc1C(=O)N[C@@H](Cc1ccccc1)C(=O)OCc1ccccc1	15	-10	0.5	2	1	-2	0	-7	2	-3
O=C(c1ccc(S(=O)(=O)Nc2ccccc2F)cc1)N1CCCC1	-6	0	0.2	-2	1	0	0	0	4	4
CCO[C@H]1OC(C(=O)N2CCN(Cc3ccccc3)CC2)=C[C@@H](c2ccc(C(F)(F)F)cc2)[C@@H]1CCCO	2	4	-0.9	2	5	6	-2	2	-12	2
COc1ccc(C(C(=O)NC2CCCC2)N(C(=O)c2snc(-c3ccc(F)cc3)c2N)c2cccc(F)c2)cc1 (stereo unspecified)	1	-10	-0.3	1	-1	-2	2	-5	7	0
COc1ccc(C(CCN(Cc2ccc(OC)c(OC)c2)C(C)=O)c2ccccc2)cc1 (stereo unspecified)	15	2	0.3	-5	0	5	0	-6	5	4
CCc1nnc(NC(=O)c2cc3ccccc3oc2=O)s1	0	14	0.2	-3	2	-3	3	9	2	5
N#Cc1nc(COc2cccc(Cl)c2)oc1NCc1ccncc1	-2	6	0.2	8	5	1	1	-9	-4	-7
Cc1ccc(S(=O)(=O)N2CCN=C2SC(C)c2ccccc2)cc1 (stereo unspecified)	9	-6	0.1	7	0	0	1	-3	8	10
COc1cccc(NC(=S)NNC(=O)c2ccccc2OC(F)F)c1	21*	8	0.6	0	9	7	2	4	-15	6
O=C1CC(C(=O)Nc2ccc(Cl)cc2)S/C(=N\N=C\c2ccco2)N1 (stereo unspecified)	8	6	-0.2	4	2	-7	3	-8	14	2
N#CC1(NC(=O)CN2CCc3ccccc3C2)CCCC1	0	-10	0.1	6	1	-1	2	-3	11	-4
COc1ccccc1N1CCN(/N=C/c2cccc(O)c2)CC1	-2	-4	-0.2	-3	2	-2	-3	-10	10	-3
CCCc1ccc(OCC(O)CN2CCN(c3ccccn3)CC2)cc1 (stereo unspecified)	7	-7	0.2	2	0	3	-3	5	-8	8
CCNC(=S)N1CCC(n2cnc3ccccc32)CC1	-26	1	-1.2	3	-2	-7	-3	-7	13	-5
CC(C)COc1ccc(/C=C2/Sc3ccccc3C2=O)cc1	0	-17	0.6	-1	-4	1	0	-5	4	-8
CCC(=O)Nc1nnc(SCC(=O)NC2CCCC2)s1	3	4	-0.3	7	-2	-4	-3	4	-2	4
Cc1cc(C)n(-c2nc3ccccc3c(=O)n2OCC#N)n1	-10	-5	-0.4	0	-8	-6	-6	-10	-13	4
Fc1ccc(COc2ccc3ccccc3c2CNc2nn[nH]n2)cc1	-4	15	-0.1	3	0	0	0	-1	-5	-3
COc1ccc2[nH]c3c(c2c1)CCN1C(=O)C(CC(=O)NC/C=C(\C)CCC=C(C)C)C[C@H](C(=O)N(C(C)C)C(C)C)[C@@]31C (stereo partly specified)	-8	-11	-0.5	1	2	-1	1	-2	0	-4
O=C(Nc1ccc(CN2CCOCC2)cc1)c1cccc(-c2cc3ccccc3oc2=O)c1	-39	3	-1.6	8	-16	-18	-4	12	-6	-4
